# Myeloid diff MLP: induction of myeloid progenitor differentiation, primary screen, cell-based, flow cytometry, MLPCN library | AID 624256, 2012 | hit rate 1% among 360,000 | calls only at 10 µM | ER-HoxA9 myeloid progenitors, lysozyme-GFP differentiation;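 active means normalized GFP-positive differentiation at or above the plate's own cutoff, the solvent-only control mean plus 3 SD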;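 further: cells exposed to compound for four days before flow analysis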
# Insulin prom up: insulin promoter activators in MIN6 cells, imaging, high-content screening, mouse beta cells. z-score at 5 µM. MIN6 insulin promoter-GFP reporter; hits give high values. hit rate 0.3% among 190,000;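 active means z-score above 3 at 5 µM with at least 500 cells counted in the well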
# T cell HTS: modulators of CD8 T cell-vesicle binding, primary screen, mouse 2C CD8+ T cells, flow cytometry | hit rate 0.068% among 330,000 | AID 2052, 2009 | calls only at 7 µM | 2C CD8+ T cell-vesicle binding; hits give low values;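 active means response, share of CD8 T cells binding vesicles, and their 90th percentile fluorescence all below set limits, cut at about 80% in these data, passing the limit was not always enough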
#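 Incubation: binding step 1.5 h, 37 °C, antibody labelling 20 min, ice; system: murine 2C transgenic CD8+ T lymphocytes; technique: cytometric PE anti-B7-1 and Alexa647 anti-CD8 signals after 1% paraformaldehyde fixation; also added: QL9-charged Drosophila Ld/ICAM-1/B7-1 vesicles; control set: naked versus QL9-loaded vesicles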
# MT stabilize HCS: microtubule stabilizers in HeLa cells, primary screen, imaging, high-content imaging; HeLa tubulin immunostaining HCS, 24 h; share of cells brighter than vehicle mean+2SD; hit rate 0.83% among 200,000; AID 2205, 2009; % tubulin-high responders, % at 10 µM;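 active means plate Z-score above 3 for both tubulin-high and condensed-nucleus cell shares, with cell loss under 80%, at 10 µM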;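 further: anti alpha tubulin signal scored within the nucleus-defined area of each cell; some results filed as inactive read as strong as hits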
# PMI inhibitors: inhibitors of human PMI, primary screen, biochemical, fluorescence intensity, coupled assay (AID 1209) | Mannose-6-phosphate isomerase (Homo sapiens) | purified PMI enzyme, coupled fluorescence intensity; higher % means a stronger effect | inhibition, % at 20 µM; hits with a dose series show IC50 in µM | hit rate 0.42% among 190,000; in the data active means inhibition above about 50%;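 further: plate controls were DMSO vehicle for no effect and wells lacking substrate for full effect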
# Dynein transport: inhibitors of GR-EGFP nuclear translocation, primary screen, dynein cargo transport inhibitor project, imaging, high-content, 3617.4 mouse cells | z-score, hits read low | hit rate 0.47% among 220,000 | test concentration mostly 20 µM; stimulated with dexamethasone, 1 µM; hits give low values | AID 1381, 2008;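 active means plate z-score of nuclear minus cytoplasmic receptor signal below a set negative limit, without overly bright fluorescence or cell loss, cut at about -3.5 in these data, passing the limit was not always enough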;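 further: z-score of nuclear minus cytoplasmic ring GR-EGFP intensity difference per well; some compounds called inactive have numbers as strong as hits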
#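 Also added – dexamethasone, 1.0 µM final · Buffer or medium – tet-free, stripped-serum medium · Schedule – induction 48 h, compound 1 h, agonist 30 min · Detection – formaldehyde fixation, Hoechst nuclear stain, 10x automated fluorescence imaging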
# TNAP activation fold: human TNAP enzyme activators, primary screen, biochemical, luminescent, no phosphate acceptor, uHTS (AID 1001); purified TNAP, luminescent activation assay, no phosphate acceptor; higher activation fold means a stronger effect; Alkaline phosphatase, tissue-nonspecific isozyme (Homo sapiens); hit rate 0.03% among 200,000; activation fold at 20 µM; hits with a dose series show EC50 in µM; in the data active means activation fold from about 3, or a potency from the dose series; inactive means the rest, 99 in 100 with activation fold below about 1.6; further: many of its hits are not listed in these tables
# Lipid droplet: inhibitors of hepatocyte lipid droplet formation, primary screen, imaging, high-throughput imaging, BODIPY stain | AML12 mouse hepatocytes, oleate lipid droplets | inhibition, % at 6.5 µM | hit rate 0.4% among 240,000;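 active means lipid droplet intensity inhibited by at least 50%, with more than 500 cells counted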
#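 Material – mouse AML12 hepatocyte cell line, fixed after treatment · Compound dosing – one dose, 6.5 µM compound · Times – compound with oleate, overnight · Measured by – Image-based BODIPY and DAPI two-channel analysis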
# b-catenin transl: modulators of beta-catenin nuclear translocation, primary screen, imaging, HeLa cells, immunofluorescence, high-content. nuclear translocation activity, % at 5 µM. hit rate 0.3% among 190,000. AID 1665, 2009;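 active means nuclear translocation activity above 50% at 5 µM, with a well cell count of 50 or more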;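 further: per-cell ratio of nuclear to cytoplasmic median beta-catenin stain intensity; plate controls were DMSO negative control for no effect and GSK-3 inhibitor IX positive control for full effect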
#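 Test system: HeLa cells, endogenous beta-catenin; Compound: single 5 µM dose plus 0.02–20 µM confirmation series; Times: compound exposure 24 h at 37°C; Signal: fluorescence imaging of beta-catenin antibody stain plus DAPI; Read-out: % activation, nuclear-to-cytoplasmic median beta-catenin signal ratio per cell.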
# Dynein transport cytoplasmic EGFP: recorded beside Dynein transport, whose call it bears; z-score; measured here: cytoplasmic GR-EGFP intensity; hits give high values
# Dynein transport nuclear GR-EGFP: further read-out of Dynein transport, marked with its call; z-score; measured here: nuclear GR-EGFP intensity;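 lower value marks the stronger effect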
# Dynein transport cell count: also measured in Dynein transport; calls as there; z-score; measured here: cell count per field
# Insulin prom up cell count: second read-out of Insulin prom up, no call of its own (marks repeat the call); cell count; measured here: cytotoxicity, nuclei count;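 total cells summed across four imaged fields per well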
# Lipid droplet cells 6.5 µM: further read-out of Lipid droplet, marked with its call; cell count; measured here: cell count, cytotoxicity flag;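 cells counted across two imaged fields per well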
# b-catenin transl cell count 5 µM: second read-out of b-catenin transl, no call of its own (marks repeat the call); cell count; measured here: cell count, cytotoxicity flag
# T cell HTS vesicle-bound %: recorded beside T cell HTS, whose call it bears; double positive events, %; measured here: CD8+ vesicle-bound cell fraction;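 binding gate set so that unloaded-vesicle control wells show 10% double positive cells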
# MT stabilize HCS Hoechst-high %: second read-out of MT stabilize HCS, no call of its own (marks repeat the call); % Hoechst-high responders; measured here: nuclear condensation Hoechst responders;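 share of cells brighter than vehicle mean plus two SD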
# MT stabilize HCS cytotoxicity %: also measured in MT stabilize HCS; calls as there; toxicity, %; measured here: cytotoxicity by cell density;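 0% = mean cell density of plate MIN control wells and 100% = no cells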
# Myeloid diff MLP GFP+ MAC1+ %: second read-out of Myeloid diff MLP, no call of its own (marks repeat the call); GFP+ MAC1+ double positive, %; measured here: differentiation confirmed by MAC1 staining
# The depositor's hits bear a star; i = inactive; / = not tested or not shown.
SMILES,Myeloid diff MLP,Myeloid diff MLP GFP+ MAC1+ %,Insulin prom up,Insulin prom up cell count,T cell HTS,T cell HTS vesicle-bound %,MT stabilize HCS,MT stabilize HCS Hoechst-high %,MT stabilize HCS cytotoxicity %,PMI inhibitors,Dynein transport,Dynein transport cytoplasmic EGFP,Dynein transport nuclear GR-EGFP,Dynein transport cell count,TNAP activation fold,Lipid droplet,Lipid droplet cells 6.5 µM,b-catenin transl,b-catenin transl cell count 5 µM
COC(=O)C(NC(=O)c1ccc(Cl)cc1)(Nc1nc(C)cs1)C(F)(F)F (stereo not drawn),i,0.7,/,/,i,41.7,2.1,1.5,12.3,-1.1%,1.03,0.193,0.464,-1.86,1,/,/,/,/
CCOC(=O)CSc1nnc(-c2ccoc2C)n1-c1ccc(C)cc1,i,0.6,0.39,1127,i,48.0,4.5,2.1,1.1,-9.0%,-0.322,-0.251,-0.154,-0.229,1.1,6.1,746,-2.7,1140
O=C(NCCN1C(=O)CCC1=O)c1ccncc1,i,1.7,0.44,1320,i,56.3,2.3,2.0,6.4,5.7%,0.795,-0.0218,0.503,-0.931,1,/,/,-1.8,1158
COc1ccc(C(=O)NCC(=O)N2CCCCC2)cc1OC,i,0.5,/,/,i,16.7,2.1,1.4,8.3,1.5%,0.0949,-0.174,-0.042,0.422,1.1,-0.3,786,2.3,453
CCc1ccc(OCC(=O)NCCOc2ccccc2)cc1,i,8.0,0.52,892,i,9.1,2.8,2.7,8.2,12.0%,0.196,-0.225,0.102,0.741,1.1,/,/,/,/
COc1ccc2nc(Cl)c(C3CC(c4ccco4)=NN3C(=O)CCCC(=O)O)cc2c1 (stereo not drawn),i,0.6,-0.08,1324,i,35.6,/,/,/,/,-0.331,-0.283,-0.374,1.27,/,/,/,-0.4,1301
CC(=O)Nc1ccc(S(=O)(=O)Nc2nc3ccccc3nc2Nc2ccc(S(N)(=O)=O)cc2)cc1,i,1.1,-0.06,1577,i,36.0,4.1,1.7,8.7,-12.1%,-0.74,-0.166,-0.515,-0.342,1,0.0,669,-2.2,1178
CC12CC(c3ccccc3O1)N(C(=O)c1ccco1)C(=S)N2c1ccccc1 (stereo not drawn),i,1.9,-0.06,982,i,7.6,1.1,0.8,14.0,-2.0%,0.617,-0.0499,0.279,-1.74,0.9,25.3,820,/,/
O=C(C1CC(=O)N(C2CCCC2)C1)N1CCN(c2ccc(F)cc2)CC1 (stereo not drawn),i,2.4,/,/,i,36.0,1.9,3.3,7.4,/,2.15,0.0135,1.61,-1.7,/,/,/,/,/
CC(C)CC1NC(=O)N(CC(=O)N2c3ccccc3NC(=O)C2(C)C)C1=O (stereo not drawn),i,0.3,0.06,1235,i,4.4,4.9,1.6,3.1,8.8%,0.508,-0.264,0.338,0.675,1,-5.7,690,0.8,1104
COc1ccc(NS(=O)(=O)c2ccc3oc(Nc4ccc5c(c4)OCCO5)nc3c2)cc1,i,0.8,-0.11,1249,i,42.5,2.2,3.2,14.4,19.0%,-0.599,-0.249,0.0334,0.95,1.1,-2.8,702,-0.9,1041
CC(C)(C)NC(=O)NC(=O)CSc1nnc(-c2ccccc2F)n1N,i,1.5,/,/,i,51.4,0.8,1.0,10.2,10.5%,-0.291,-0.115,-0.0816,0.732,1,7.1,766,2.7,1079
O=C(NC1CCCCCCC1)C1CCCN(S(=O)(=O)c2cnc[nH]2)C1 (stereo not drawn),i,1.3,-0.48,1017,i,45.2,3.4,1.7,3.0,-5.7%,-0.94,0.105,-0.457,0.494,1.1,/,/,/,/
Cc1[nH]c2ccccc2c1C(c1ccncc1)N1CCCCC1 (stereo not drawn),i,0.5,-0.12,1323,i,60.4,1.7,1.6,9.5,-3.4%,0.26,-0.275,-0.0423,-0.722,1.1,-4.9,672,-3.3,1062
CC(=O)c1cccc(NC(=O)C2CCCN2S(=O)(=O)c2cccc3nsnc23)c1 (stereo not drawn),i,2.1,1.33,847,i,31.0,4.8,2.4,6.5,-7.4%,-0.398,-0.221,-0.213,0.183,0.9,/,/,-0.6,1218
COCCn1nnnc1CN(Cc1ccco1)Cc1cc2cc3c(cc2[nH]c1=O)OCO3,i,2.0,-0.33,1532,i,59.6,2.9,2.1,3.8,8.8%,-0.471,-0.211,-0.91,0.0891,1.1,/,/,-2.3,1367
O=C(N/N=C/c1ccco1)C12CC3CC(CC(C3)C1)C2,i,0.6,/,/,i,55.8,2.3,1.6,5.3,-11.5%,-0.252,-0.283,-0.224,0.617,1,-0.9,680,-0.6,1146
Cc1ccc(NC(=O)c2cc(N3CCOCC3)nc3ccccc23)cc1,i,10.2,0.57,1147,i,45.8,23.9*,14.5*,15.0*,0.6%,-0.463,-0.322,-0.255,0.609,1.1,/,/,-5.2,892
O=C(Nc1ccc(S(=O)(=O)Nc2nccs2)cc1)c1cc(-c2ccncc2)nc2ccccc12,i,0.0,0.33,1290,i,41.7,/,/,/,/,0.203,-0.175,-0.293,0.0841,/,-12.2,735,1.2,1267
CCC(=O)Nc1c(C#N)c2nc3ccccc3nc2n1C1CCCCC1,i,0.4,-0.08,1185,i,24.7,2.5,1.4,2.9,18.9%,-0.346,-0.0523,-0.61,1.34,1,-2.0,712,/,/
COc1ccc(-c2ccc(C#N)c(SCC(=O)NCCc3ccccc3)n2)cc1OC,i,0.1,-0.85,1340,i,31.9,4.9,1.3,7.3,2.1%,1.21,-0.0705,0.907,-1.3,1.1,-1.9,678,-2.9,1142
CCOC(=O)c1ccc(COC(=O)CCc2nc3ccccc3[nH]c2=O)o1,i,1.1,-0.07,1313,i,40.5,2.2,0.7,22.7,5.4%,-0.557,-0.23,-0.163,0.393,1,-2.6,671,/,/
Cc1nn(-c2ccc(F)cc2)c(C)c1/C=C/C(=O)N1CCNC(=O)C1,i,0.8,/,/,i,37.5,1.2,2.3,3.4,-9.5%,-0.215,-0.318,-0.0884,0.252,1.1,2.1,748,2.8,1122
CCC(C)Nc1nc(Cl)nc(N(C#N)CN2C(=O)c3ccccc3S2(=O)=O)n1 (stereo not drawn),i,0.1,0.55,1361,i,35.6,1.8,2.7,8.2,-2.5%,-0.755,0.206,-0.235,-0.319,1,-10.1,697,-0.7,1000
O=C(Nc1ccc2nc(-c3ccc(Br)o3)[nH]c2c1)c1ccco1,i,0.4,0.04,1538,i,59.7,1.6,0.9,6.3,-2.9%,-0.467,-0.219,-0.377,0.96,1.1,/,/,-3.9,1393
CC(=O)N1CCc2cc(Br)cc(S(=O)(=O)CCC(=O)Nc3c(C)n(C)n(-c4ccccc4)c3=O)c21,i,0.9,/,/,i,47.1,1.4,2.4,7.2,29.5%,-0.921,-0.243,-0.569,0.944,1.1,7.0,800,-1.1,1111
COc1cccc(NC(=O)N2CCC(C(=O)Nc3ccc(C)cc3C)CC2)c1,i,2.1,-0.23,1166,i,54.8,5.7,2.1,7.0,-0.9%,0.152,-0.194,0.378,0.464,1.1,/,/,-9.2,1043
COc1cccc(N2CCN(C(=O)c3nc4nc(C)cc(C)n4n3)CC2)c1,i,0.3,0.52,1310,i,66.8,11.5,0.7,4.4,3.7%,1.86,-0.211,0.651,-1.37,1.2,4.7,683,-3.6,1113
CCN(C(=O)CSc1cc(C)c2cccc(C)c2n1)C1CCS(=O)(=O)C1 (stereo not drawn),i,0.3,-0.53,1251,i,26.3,6.5,2.4,8.6,4.6%,0.686,-0.228,0.644,-1.55,1.1,16.8,696,-0.4,1106
CCc1n[nH]c(=S)n1/N=C/c1ccc(N(CC)CC)cc1,i,1.0,-0.31,1173,i,19.2,2.6,2.0,7.3,3.4%,-0.586,-0.00186,-0.0685,0.119,1.5,2.2,688,0.1,1080
Clc1ccc(OCCn2cnc3ccccc32)c(Cl)c1,i,0.9,/,/,i,35.4,4.7,3.8,8.6,-20.2%,-0.394,-0.269,-0.138,1.02,1,-29.2,703,-0.3,1033
COc1cc(C(=O)NCc2ccc(-c3nc4ccccc4s3)cc2)cc(OC)c1OC,i,1.1,-0.08,1454,i,43.9,5.9,4.3,9.1,13.5%,-0.516,-0.222,-0.0915,0.368,1,-30.2,627,0.4,1172
C/C(CCc1ccc2c(c1)OCO2)=N\N=C(/N)SC1CC(=O)N(c2ccccc2F)C1=O (stereo not drawn),i,0.7,-0.35,1256,i,60.0,1.7,2.0,9.4,5.3%,-0.384,0.0464,-0.249,0.19,1.1,/,/,-0.2,1314

# High-throughput results: PubChem, several laboratories

# No enrichment for hits; 3% or so of the library scored in one or more.
